Screening data (PubChem)
TTR transcr act = increases transthyretin transcription | SH-SY5Y TTR promoter Gaussia luciferase, luminescence; 100% = recombinant luciferase protein wells | activation, % at 16.7 µM | 92,000 compounds, 1.3% hits | AID 1117267;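 active = activation above the mean of all tested compounds plus 3 SD, cut at about 9.5% in these data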;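 note: cells exposed to compounds for one day before reading; 0% = median of all test compound wells on the plate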
Numbers without * were called inactive. These rows are one share of the data (hit frequency here may not be typical).

SMILES	TTR transcr act
Cc1ccc2[nH]c(O)c(N=NC(=O)c3ccc(NS(=O)(=O)c4cccs4)cc3)c2c1	-1.9
O=C(C1CCC1)N1CCc2cc(S(=O)(=O)Nc3ccc4c(c3)OCCO4)ccc21	-1.7
CN(C)CCCOC(=O)c1ccccc1Cl	1.3
COCCCNC(=O)C[C@H]1C[C@H](C(=O)N(C(C)C)C(C)C)[C@@]2(C)c3[nH]c4ccc(Cl)cc4c3CCN2C1=O	-2.0
O=C1CCC(C(=O)OCC(=O)N2N=C3/C(=C\c4ccccc4)CCCC3C2c2ccccc2)N1 (stereo unspecified)	-1.4
COc1ccccc1N1CCN(C(CNS(=O)(=O)c2ccccc2)c2ccccc2)CC1 (stereo unspecified)	-1.3
CNC(=O)CN1C(=O)NC2(CCc3ccccc32)C1=O (stereo unspecified)	5.4
COc1cc(CO)ccc1OCC(=O)Nc1ccc(Br)cc1	2.7
C=CCN(C(=O)c1oc2c(Cl)cc(C)cc2c1C)C1CCS(=O)(=O)C1 (stereo unspecified)	-1.4
O=C(Nc1ccccc1)c1ccc(-c2ccc(Br)cc2)o1	-0.3
Cc1cccc(C)c1OCc1cc(C(=O)N2CCC(c3ccncc3)CC2)no1	-4.2
Nc1c(N(CCO)C(=O)COc2ccc(Cl)cc2)c(=O)[nH]c(=O)n1Cc1ccccc1	-2.0
Cc1cccc(N2C(=O)C(O)=C(C(=O)c3cccs3)C2c2ccc(Cl)cc2)n1 (stereo unspecified)	-2.6
O=C(c1ccccn1)N1CCN(C(=O)c2ccccn2)CC1	0.2
Cc1nc(C(=O)Nc2cccc(Cl)c2)nn1-c1cc(OC(C)C)c(Cl)cc1Cl	-2.7
O=C(O)COCC(=O)NCc1nc(-c2ccc(C(F)(F)F)cc2)no1	1.7
COc1ccccc1/C=N/NC(=O)C(C)Cn1cnc2ccccc21 (stereo unspecified)	-0.3
O=C(NCCc1ccccc1)C1CCC(Cn2c(=O)c3ccccc3n(Cc3cccc(Cl)c3)c2=O)CC1 (stereo unspecified)	0.2
O=C(OCc1ccccc1)C1CCCN1C(=O)c1cccs1 (stereo unspecified)	3.9
CN(CCNC(=O)C1CC(=O)N(C2CCCC2)C1)Cc1ccccc1 (stereo unspecified)	0.4
Cc1ccsc1/C=N/NC(=O)CNC(=O)c1ccc(S(=O)(=O)N(C)C)cc1	-1.4
O=C(CCNS(=O)(=O)c1cccs1)N1CCc2ccccc2C1	-1.7
O=C(N/N=C/c1c(F)cccc1Cl)c1cc(C2CC2)[nH]n1	1.7
N#C/C(C(=O)NCCc1ccccc1)=C1/N=C(NC(=O)c2cccs2)c2ccccc21	-0.8
O=C(NC1CCCCC1)C1CC(=O)N(c2ccccc2)C1 (stereo unspecified)	0.6
COc1cccc(/C=N/NC(=O)CCCC(=O)NC2CCCCC2)c1	1.7
CC(C)CSc1nc(N)nc2c1ncn2C1OC(CO)C(O)C1O (stereo unspecified)	0.3
Cc1cccc(C)c1NC(=O)Cn1nnc(C(=O)Nc2ccc(F)cc2F)c1N	1.9
CC1=C(C(=O)N2CCOCC2)CC(CC(=O)NCc2cccs2)C(=O)N1CCCN1CCCC1=O (stereo unspecified)	3.8
CCOC(=O)c1nn(-c2ccccc2)c(C)c1C(C)=O	0.3

Among those listed so far, these have an NH in an aromatic ring.
SMILES	TTR transcr act
Cc1ccc2[nH]c(O)c(N=NC(=O)c3ccc(NS(=O)(=O)c4cccs4)cc3)c2c1	-1.9
COCCCNC(=O)C[C@H]1C[C@H](C(=O)N(C(C)C)C(C)C)[C@@]2(C)c3[nH]c4ccc(Cl)cc4c3CCN2C1=O	-2.0
Nc1c(N(CCO)C(=O)COc2ccc(Cl)cc2)c(=O)[nH]c(=O)n1Cc1ccccc1	-2.0
O=C(N/N=C/c1c(F)cccc1Cl)c1cc(C2CC2)[nH]n1	1.7

Continuation:
SMILES	TTR transcr act
CCn1c(SCc2ccc(Cl)cc2Cl)nc2nc3c(cc2c1=O)CCCC3	2.1
CCN(CC(O)Cn1c2ccccc2c2ccccc21)S(=O)(=O)c1ccc(F)cc1 (stereo unspecified)	-2.0
O=[N+]([O-])c1nn(-c2ccc(Cl)cc2)n(O)c1=NCc1ccccc1Cl	-1.0
Cc1ccc(C(=O)O)cc1NC(=S)NC(=O)C(c1ccccc1)c1ccccc1	0.6
Cc1nn(Cc2ccccc2)c2c1C(c1ccccc1)C(C#N)=C(N)O2 (stereo unspecified)	1.2
O=C1OC[C@@H]2CCCN2C(=O)[C@@H](CC(=O)N(CCO)Cc2ccccc2)C/C=C\C[C@@H]1Cc1ccc(F)cc1	-1.5
Cn1cnnc1SCCn1c(N2CCCCC2)nc2c1c(=O)[nH]c(=O)n2C	-1.5
Cc1cccc(C(=O)OCC(=O)Nc2ccc(F)cc2)c1	0.8
Cc1nc2ncnn2c(C)c1Cc1ccccc1Cl	-2.8
CCN(CC)S(=O)(=O)c1ccc(O)c(C(=O)OCC(=O)NC2CCCC2)c1	0.0
COc1ccccc1NC(=O)NNC(=O)c1ccncc1	7.6
CCCCN1CC(C(=O)NCc2ccc(C)cc2)CC1=O (stereo unspecified)	0.0
CC(=O)NCCc1ccc(C(=O)COC(=O)c2ccc(C)s2)cc1	-1.3
O=C(CNS(=O)(=O)c1ccc(Br)s1)NCCc1ccc(Cl)cc1	1.9
Cc1nc(NC(=O)COC(=O)C2CC3CCCC(C2)C3=O)c(Cl)cc1Cl (stereo unspecified)	-0.3

Reprinted at random: 3 entries already listed.
SMILES	TTR transcr act
O=C(CNS(=O)(=O)c1ccc(Br)s1)NCCc1ccc(Cl)cc1	1.9
CC(=O)NCCc1ccc(C(=O)COC(=O)c2ccc(C)s2)cc1	-1.3
CCN(CC(O)Cn1c2ccccc2c2ccccc21)S(=O)(=O)c1ccc(F)cc1 (stereo unspecified)	-2.0

Already shown: entries from further up.
SMILES	TTR transcr act
Cc1nc2ncnn2c(C)c1Cc1ccccc1Cl	-2.8
CCN(CC)S(=O)(=O)c1ccc(O)c(C(=O)OCC(=O)NC2CCCC2)c1	0.0
COc1ccccc1NC(=O)NNC(=O)c1ccncc1	7.6
CCCCN1CC(C(=O)NCc2ccc(C)cc2)CC1=O (stereo unspecified)	0.0

The results go on:
SMILES	TTR transcr act
CN(C)S(=O)(=O)c1ccc(C(=O)NCC(=O)N/N=C/c2ccco2)cc1	1.2
O=C(N/N=C/c1ccc(N2CCOCC2)cc1)c1ccc(O)cc1	-1.4
COc1ccc(N(CC(=O)Nc2c(C)n(C)n(-c3ccccc3)c2=O)S(=O)(=O)c2ccc(F)cc2)cc1	-0.2
COc1ccccc1N1CCN(S(=O)(=O)c2c[nH]c(=O)[nH]c2=O)CC1	1.2
CCN(CC)c1ccc(/C=N/NS(=O)(=O)c2ccc(CNC(C)=O)cc2)cc1	-1.1
O=c1c(OC2OC(CO)C(O)C(O)C2O)c(-c2ccc(O)c(O)c2)oc2cc(O)cc(O)c12 (stereo unspecified)	-2.8
COc1ccc(N2C[C@H](C)[C@@H](CC(=O)Nc3ccc(Br)cc3)C2=O)cc1	3.1
COc1ccc(C(=O)N2CCCC2(C)C(=O)O)cc1C(F)(F)F (stereo unspecified)	0.9
O=C(Nn1cnnc1)c1cc2c(s1)CCCC2	2.6
Cn1cc([N+](=O)[O-])c(C(=O)N/N=C\c2c[nH]c3ccccc23)n1	-0.2
COc1ccc(-c2oc3ncn(Cc4ccco4)c(=N)c3c2-c2ccc(OC)cc2)cc1	11.8*
COc1ccc(NC(=O)c2cc(C3CCCCN3C(=O)C3CCCCC3)on2)c(C)c1 (stereo unspecified)	1.2
C[C@H]1CN([C@@H](C)CO)C(=O)c2cccc(NC(=O)C3CC3)c2O[C@H]1CN(C)CC1CCCCC1	2.0
O=C(/C=C\c1ccco1)c1ccc(NC(=O)c2ccco2)cc1	0.9
O=S(=O)(Nc1nc2ccccc2nc1N1CCc2ccccc2C1)c1ccc(Br)cc1	-0.8
CC(=O)c1cccc(N(C(=O)CNC(=O)c2ccco2)C(C(=O)NC2CCCC2)c2ccncc2)c1 (stereo unspecified)	-0.1
COc1ccccc1NC(=O)CCc1c(C)[nH]c(=O)c(C#N)c1C	-0.8
O=C(NC(=S)N1CCCCC1CO)c1cccs1 (stereo unspecified)	0.4
O=S(=O)(c1ccccc1F)N1CCN(Cc2cc3c(cc2O)OCO3)CC1	0.8
Cn1c(=O)cc(OCCCC(=O)NCc2ccc(F)cc2Cl)c2ccccc21	1.8
O=C(OC1CCOC1=O)c1ccc(Cl)c(S(=O)(=O)N2CCCCC2)c1 (stereo unspecified)	-1.2
NC/C(=N\O)c1ccc(Cl)cc1Cl	0.2
Fc1ccc(CO/N=C2\CCCc3nonc32)cc1	-0.1
COc1ccc(CCN2C(=O)C(C)=C(C)C2=O)cc1OC	1.6
Cc1[nH]nc2c1C(c1ccsc1)C(C#N)=C(N)O2 (stereo unspecified)	-3.2
COc1ccc(-c2nnc(SCC(=O)Nc3ncc(C)s3)n2-c2ccccc2)cc1OC	-3.9
CN(Cc1c(C(=O)N(C)Cc2ccccc2)nc2ccccn12)CC1Cc2ccccc2O1 (stereo unspecified)	-1.6
CCOc1ccccc1NC(=O)N1CCC(c2nc3ccc(C)cc3[nH]2)CC1	-1.1
CCC(=Nc1ccccc1O)C1=C(O)CC(c2ccccc2)CC1=O (stereo unspecified)	-0.5
O=C(N/N=C/c1ccc([N+](=O)[O-])cc1)c1[nH]ncc1Br	-0.1

3 compounds out of the list above, ordered by the value under TTR transcr act, highest first.
canonical_smiles | TTR transcr act
CNC(=O)CN1C(=O)NC2(CCc3ccccc32)C1=O (stereo unspecified) | 5.4
COc1ccc(N2C[C@H](C)[C@@H](CC(=O)Nc3ccc(Br)cc3)C2=O)cc1 | 3.1
O=S(=O)(Nc1nc2ccccc2nc1N1CCc2ccccc2C1)c1ccc(Br)cc1 | -0.8

New compounds follow.
SMILES	TTR transcr act
CSc1ccc(S(=O)(=O)Nc2ccc3c(c2)NC(=O)CC3)cc1	-1.3
O=Cc1ccccc1OCc1ccc2c(c1)OCO2	-1.5
COC(=O)c1cnc(Oc2ccc(NC(=O)NC(=O)c3ccccc3Cl)cc2)cc1C(F)(F)F	-1.7
Cc1cc(C(=O)OCC(=O)N2CCOCC2)c(C)n1-c1ccccc1	0.5
CCCCNC(=O)C1CCC(CNS(=O)(=O)c2ccc(NC(C)=O)cc2)CC1 (stereo unspecified)	1.0
Nc1ccc(C(=O)Nc2ccc3cc(S(=O)(=O)O)ccc3c2)cc1	0.8
CCn1ccnc1CN(C)C(=O)c1cc(COc2ccc(Cl)cc2OC)on1	0.0
O=C(NCCN1CCOCC1)c1c[nH]c2ccc(S(=O)(=O)N3CCOCC3)cc2c1=O	0.0
CC(C)(c1ccccc1)c1ccc(OCCCN2CCNCC2)cc1	-1.0
CC(Sc1ccc(Cl)cc1)C(=O)Nc1ccccc1C(=O)N1CCOCC1 (stereo unspecified)	1.0
Cc1ccc(C)c(NC(=O)C2CCCC2)c1	-1.1
O=C(COC(=O)CNC(=O)c1ccco1)Nc1ncc(Cl)cc1Cl	-0.1
COc1ccc(/C=N/NC(=O)c2nc(Cl)c(Cl)c(N)c2Cl)cc1COc1ccccc1F	-0.8
COc1ccc(-c2cc3nc(-c4ccccc4)cc(N4CCCC(O)C4)n3n2)cc1 (stereo unspecified)	-2.2
CN(CCO)CC(O)CN(c1ccccc1)c1ccccc1 (stereo unspecified)	-0.9
CCCn1c(=O)n(C)c(=O)c2c(SCC(=O)NC34CC5CC(CC(C5)C3)C4)nc(CC(C)C)nc21	-0.3
CCOC(=O)CNC(=O)c1ccccc1	1.1
Fc1ccc(-n2c(Cc3ccccc3)nnc2SCc2nc(-c3ccc(Cl)cc3)no2)cc1	-2.8
Cc1cc(C)c2nc(N3CCCC(C(=O)N4CCN(c5ncccn5)CC4)C3)sc2c1 (stereo unspecified)	-2.0
Cc1ccccc1CC(=O)N1CCCC(CCC(=O)N2CCN(c3ccccn3)CC2)C1 (stereo unspecified)	11.5*
CCOC(=O)c1c(C)nc2sccn12	0.3
O=C(CSc1ccccn1)N1CCCC(Nc2ccccc2)C1 (stereo unspecified)	0.7
CCS(=O)(=O)N1CCN(c2c(Cl)cccc2[N+](=O)[O-])CC1	0.1
COc1ccc(C(=O)Cc2ccccc2)cc1OC	-1.0
Cc1nc(SCC(=O)N2CCOCC2)c2c(C)c(C)sc2n1	-0.7
C/C(=N\NC(=O)c1nn(C)c(C)c1Br)c1ccc(NC(=O)C2CCCC2)cc1	-1.6
CC(C)CNC(=O)COC(=O)c1c2c(nc3ccccc13)/C(=C/c1cccs1)CC2	1.6
CCn1c(CNc2ccc(Cl)cc2)nnc1SCC#N	5.3
COc1ccc(S(=O)(=O)NCC2CCCO2)cc1NC(=O)c1ccccc1F (stereo unspecified)	-0.5
C/C(=C\c1ccccc1)CN1CCN(c2ccccc2)CC1	0.3
CN1CCN(c2cc(N3CCc4ccccc4C3)c(F)cc2[N+](=O)[O-])CC1	-0.9
COc1cc(NC(=O)c2ccc3c(=O)n(Cc4ccco4)c(=S)[nH]c3c2)cc(OC)c1OC	-1.4
NC(=O)c1ccc(NC(=O)COC(=O)C2(c3cccc(F)c3)CCCC2)cc1	-3.0
COc1ccc(NC(=O)CSCC(=O)Nc2ccc(C)c(S(=O)(=O)N3CCCCCC3)c2)cc1	-0.6
Cc1cccc(C(=Cc2ccc([N+](=O)[O-])cc2)C(=O)O)c1	0.5
O=C(NNC(=O)c1cccc(S(=O)(=O)N2CCc3ccccc32)c1)c1ccccc1	-2.4
CCSc1nc(-c2ccco2)ccc1C#N	2.1
O=C(O)c1ccc2c(c1)C(=O)N(c1ccc([N+](=O)[O-])cn1)C2=O	3.5
Cn1cccc1/C=C1\CCc2ccccc2C1=O	1.0
FC(F)(F)c1ccc(-c2cccc3c2C2CC3CCN2Cc2ccc3c(c2)OCO3)cc1 (stereo unspecified)	-0.7
CCc1nnc(NC(=O)c2ccc(N(C)S(=O)(=O)c3ccccc3)cc2)s1	-2.2
COC(=O)c1ccc(NC(=O)Nc2ccc(OC)c(OC)c2)cc1	0.0
CN(C)c1ccc(C(=O)OCC(=O)N2CCCC2)cc1	13.0*
CCCCCCCCN1CC(Cc2cc3ccccc3c3ccccc23)N(c2ccccc2)c2ccccc2C1=O (stereo unspecified)	-0.8
COc1ccc2[nH]c(=O)c3c(c2c1)OC(C)(C)C=C3	0.0
CC(NC(=O)C(=O)Nc1nccs1)c1ccccc1 (stereo unspecified)	0.1
